Screening results deposited in PubChem by National Center for Advancing Translational Sciences (NCATS).
ATXN2 expr inh = Primary qHTS for Inhibitors of ATXN expression; HEK-293 ATXN2-luciferase reporter, luminescence, 24 h; Potency, µM (doses to about 57 µM), without a hit: top-dose activity change, negative = inhibition, most hits filed as inhibitors; 0.72% of 360,000 active; note: potency is the fitted concentration of half-maximal effect; % is set by controls: 0 for no effect and ±100 for the full control effect; nearly all actives have a fitted effect of over 55% in size
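ATXN2-luciferase reporter cells (luciferase flanked by upstream and downstream ATXN2 gene portions) were treated 24 h at 37 °C with compounds at up to 57 uM. SteadyGlo luminescence gave expression; GF-AFC fluorescence gave viability.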
KB-3-1 tox = qHTS assay for MDR1-selective chemotherapeutics: Primary screen using the parental adenocarcinoma cell KB-3-1; KB-3-1 viability, CellTiter-Glo ATP luminescence, 72 h; Potency, µM (titrated, usually from 46.1 µM), for inactives: at the top dose activity change, negative = cytotoxic, most hits filed as cytotoxic; 1.4% of 400,000 active; AID 1347075, 2019; note: potency is the fitted concentration of half-maximal effect; % is set by controls: 0 for no effect and ±100 for the full control effect; nearly all actives have a fitted effect of over 60% in size
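Viability of parental KB-3-1 cells, measured by CellTiter-Glo luminescence, followed a 72 h incubation at 37 °C with pinned compounds in phenol-red-free DMEM containing 10% FBS.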
IL1B secr inh = qHTS for Inhibitors of Inflammasome Signaling: IL-1-beta AlphaLISA Primary Screen; THP-1 LPS/ATP IL-1B secretion, AlphaLISA, 16 h; active compounds read low; activity change, % at 57.5 µM; 4.7% of 360,000 active; AID 743279, 2014; in the data active = activity change below about -50%; inconclusive = mostly about -30% to -49%; note: % is set by controls: 0 for no effect and ±100 for the full control effect
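Secreted IL-1B measured by AlphaLISA bead assay after 16 h compound exposure of THP-1 cells; compounds (final up to 57.5 uM) added 1 h before LPS (250 ng/mL) and ATP (1.25 mM) stimulation; lower signal means less secretion.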
WRN helicase inh = qHTS for Inhibitors of WRN Helicase | AID 651768, 2012 | Potency, µM (doses to about 114 µM), for the others: at the highest dose activity change, negative = inhibition, actives largely listed as inhibitors | 0.46% of 360,000 active | Bifunctional 3'-5' exonuclease/ATP-dependent helicase WRN (Homo sapiens), Q14191 | WRN helicase unwinding, fluorescent forked duplex, kinetic; note: potency is the fitted concentration of half-maximal effect; % is set by controls: 0 for no effect and ±100 for the full control effect; nearly all actives have a fitted effect of over 55% in size
Target sequence (Q14191 whole entry, looked up): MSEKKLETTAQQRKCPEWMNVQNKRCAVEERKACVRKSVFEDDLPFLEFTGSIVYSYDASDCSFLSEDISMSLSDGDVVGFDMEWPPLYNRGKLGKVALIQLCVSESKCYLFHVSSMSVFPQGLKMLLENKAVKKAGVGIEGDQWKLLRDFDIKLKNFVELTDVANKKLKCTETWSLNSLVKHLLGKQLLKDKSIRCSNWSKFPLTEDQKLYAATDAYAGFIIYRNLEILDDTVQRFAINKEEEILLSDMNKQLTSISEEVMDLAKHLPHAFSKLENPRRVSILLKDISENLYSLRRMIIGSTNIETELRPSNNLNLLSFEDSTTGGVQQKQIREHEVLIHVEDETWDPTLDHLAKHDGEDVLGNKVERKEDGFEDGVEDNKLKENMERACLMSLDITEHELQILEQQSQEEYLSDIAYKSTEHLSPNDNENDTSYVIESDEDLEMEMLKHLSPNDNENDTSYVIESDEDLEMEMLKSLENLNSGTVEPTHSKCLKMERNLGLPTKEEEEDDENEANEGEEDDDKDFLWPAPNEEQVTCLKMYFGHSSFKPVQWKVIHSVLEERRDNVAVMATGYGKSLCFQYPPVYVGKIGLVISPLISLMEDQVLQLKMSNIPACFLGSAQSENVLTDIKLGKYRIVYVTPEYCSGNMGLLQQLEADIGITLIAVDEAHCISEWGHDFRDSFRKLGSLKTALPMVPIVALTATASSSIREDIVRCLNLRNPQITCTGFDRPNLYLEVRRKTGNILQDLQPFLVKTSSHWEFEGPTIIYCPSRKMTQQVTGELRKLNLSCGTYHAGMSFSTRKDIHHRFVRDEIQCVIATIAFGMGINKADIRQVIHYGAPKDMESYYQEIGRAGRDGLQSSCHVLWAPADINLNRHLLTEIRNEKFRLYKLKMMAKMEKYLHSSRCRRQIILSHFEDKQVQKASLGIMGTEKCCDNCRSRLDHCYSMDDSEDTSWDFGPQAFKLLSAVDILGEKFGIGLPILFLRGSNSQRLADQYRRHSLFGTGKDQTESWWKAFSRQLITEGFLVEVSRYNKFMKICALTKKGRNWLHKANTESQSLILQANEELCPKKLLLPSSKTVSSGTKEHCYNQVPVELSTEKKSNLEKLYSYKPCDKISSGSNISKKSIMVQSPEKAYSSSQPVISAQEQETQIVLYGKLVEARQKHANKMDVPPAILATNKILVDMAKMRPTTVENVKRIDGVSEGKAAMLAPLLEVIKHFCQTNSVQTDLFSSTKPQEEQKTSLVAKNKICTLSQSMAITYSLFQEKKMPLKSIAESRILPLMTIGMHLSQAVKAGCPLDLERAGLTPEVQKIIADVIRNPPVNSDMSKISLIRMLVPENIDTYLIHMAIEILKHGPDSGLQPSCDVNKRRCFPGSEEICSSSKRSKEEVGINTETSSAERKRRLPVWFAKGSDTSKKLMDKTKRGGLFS
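Primary qHTS, 1536-well format. 20 nM WRN + compound, 15 min RT; start with 100 nM forked fluorophore/quencher duplex, 2 mM ATP (final); kinetic read ex 525/em 598 nm.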
SW480 rerep = A quantitative high throughput screen for small molecules that induce DNA re-replication in SW480 colon adenocarcinoma cells | SW480 DNA re-replication, Hoechst DNA content imaging, 48 h | Potency, µM (series often up to 46.1 µM), for the others: at the highest dose re-replication activation, usual class: activators | 1.8% of 340,000 active | AID 624297, 2012; note: potency is the fitted concentration of half-maximal effect; % of control where 0% means no effect; nearly all actives have a fitted effect of over 55% in size
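First, 250 cells per well were seeded. Next, compound or vehicle (23 nL) was pinned in, plates sat 48 hr at 37 C. Finally Hoechst was added for 40 min before fluorescence scanning.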
KB-V1 cytotox = qHTS assay for MDR1-selective chemotherapeutics: Primary screen using the drug-selected MDR subline cells KB-V1. Potency, µM (series often up to 46.1 µM), for inactives: top-dose activity change, negative = cytotoxicity, hits mostly cytotoxic. 3.4% of 400,000 active. KB-V1 MDR cells viability, CellTiter-Glo, 72 h; note: potency is the fitted concentration of half-maximal effect; % is set by controls: 0 for no effect and ±100 for the full control effect; nearly all actives have a fitted effect of over 60% in size
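Drug-selected KB-V1 cells, grown in DMEM lacking phenol red with 10% FBS, receive compound titrations; after three days at 37 degrees C, surviving cell ATP is quantified by CellTiter-Glo luminescence and responses normalized and curve-fitted.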
HT1080 IDH1KD tx = qHTS for induction of synthetic lethality in tumor cells producing 2HG: qHTS for the HT-1080-IDH1KD cell line. HT-1080 IDH1 knockdown viability, ATP luminescence, 48 h. Potency, µM (series often up to 46.1 µM), inactives show at the highest dose activity, negative = toxicity, hits mostly cytotoxic. 2% of 360,000 active. AID 686971, 2013;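 note: potency is the fitted concentration of half-maximal effect; 0% = DMSO wells and -100% = cell-free medium wells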
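CellTiter-Glo luminescence after 48 h compound exposure at 37 degrees C of IDH1-knockdown HT-1080 cells in 5% FBS RPMI. %Activity scaled between DMSO wells and cell-free media wells, with curves fitted and assigned curve classes.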
MCF10A rerep = A quantitative high throughput screen for small molecules that induce DNA re-replication in MCF 10a normal breast cells. 2.9% of 350,000 active. AID 624296, 2012. Potency, µM (highest dose often 46.1 µM), for the others: at the highest dose activity, positive = re-replication, usual class: activators. MCF 10A DNA re-replication, Hoechst nuclear intensity, 48 h; note: potency is the fitted concentration of half-maximal effect; % of control where 0% means no effect; nearly all actives have a fitted effect of over 50% in size
HT1080-NT tox = qHTS for induction of synthetic lethality in tumor cells producing 2HG: qHTS for the HT-1080-NT fibrosarcoma cell line; 1.6% of 360,000 active; AID 686970, 2013; HT-1080-NT fibrosarcoma viability, CellTiter-Glo ATP luminescence, 48 h; Potency, µM (doses to about 46.1 µM), for the others: at the highest dose activity, negative = less viability, usual class: cytotoxic;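 note: NT is the 2HG producing partner of a matched IDH1 knockdown line; potency is the fitted concentration of half-maximal effect; 0% = DMSO-treated cells and -100% = media-only wells without cells; nearly all actives have a fitted effect of over 55% in size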
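750 cells/well, RPMI + 5% FBS; 2 h settle, compound pin-transfer, 48 h at 37 degrees C. CellTiter-Glo 10 min RT, luminescence. Normalized to DMSO and media-only wells.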
An asterisk follows results filed as active; ? = inconclusive; . = not tested or not shown; & = joins results of further samples; [ ] = dose if it differs, or a comment. Unless noted, calls come from the whole dose curve; as a rule, active = well fitted curve in the direction sought with a large enough effect; inconclusive = small, poorly fitted or top-dose-only effect, or another doubt; inactive = no such curve, though single readings can be large; an effect the other way counts as inactive or inconclusive.

Compound	SW480 rerep	HT1080 IDH1KD tx	KB-V1 cytotox	WRN helicase inh	ATXN2 expr inh	IL1B secr inh	KB-3-1 tox	HT1080-NT tox	MCF10A rerep
CCc1cccc(CC)c1NC(=O)CSc1nc2ccc(N3C(=O)C4C(C3=O)[C@H]3C=C[C@@H]4C3)cc2s1 (stereo partly drawn)	2%	26µM*	-24%	-5%	-19%	-6	0%	2%	8%
CCC1/C(=N\O)CC(c2ccco2)NC1c1ccco1 (stereo not drawn)	-2%	7%	?	4%	5%	2	8%	5%	21%
Cc1ccc(S(=O)(=O)N2CCOCC2)cc1NC(=O)CSc1nnnn1C1CC1	.	2%	0%	13%	.	0	4%	2%	.
NS(=O)(=O)c1ccc(CCNC(=O)COC(=O)CN2C(=O)C3CCCCC3C2=O)cc1 (stereo not drawn)	4%	28%	5%	-4%	-5%	0	6%	10%	3%
CNS(=O)(=O)c1ccc(NC(=O)C2CC(=O)N(c3ccc(Cl)cc3)C2)cc1 (stereo not drawn)	-33%[inhibitor]	0%	5%	-7%	1%	-22	12%	-20%	-32%[inhibitor]
Cn1c(=O)n(C)c2cc(N3CCCCC3)c(NC(=O)c3cccc(Cl)c3)cc21	-4%	9%	11%	2%	-4%	36	7%	19%	-5%
CN(C(=O)c1ccc(NC(=O)Cc2cccc(NC(=O)C3CCCN(C(=O)C4CCCC4)C3)c2)cc1)C1CCCC1 (stereo not drawn)	1%	-1%	-14%	1%	-10%	-3	-5%	0%	?
CCN(CC)CCNS(=O)(=O)c1ccc(OC)c(Br)c1	-5%	12%	3%	-1%	-4%	0	3%	10%	?
COc1ccc(Cl)cc1C(=O)NNC(=O)c1cccc([N+](=O)[O-])c1	26%	13%	-3%	-3%	.	-9	-19%	13%	-2%
CCN(CC(=O)Nc1ccccc1C(F)(F)F)C(=O)c1ccccc1OCc1ccc(F)cc1	-3%	-1%	?	-2%	-3%	-18	-5%	0%	3%
N/C(=N\OC(=O)CCCN1C(=O)c2ccccc2C1=O)c1ccc(Cl)cc1	-1%	1%	21%	6%	1%	5	-2%	0%	-2%
Cc1ccc(Cl)cc1N1CCN(S(=O)(=O)N2CCCCC2)CC1	-48%[inhibitor]	-15%	-4%	-9%	-3%	-2	-4%	-13%	?
O=C(NCc1ccc(C(F)(F)F)cc1)c1cccc2c(-c3ccc(F)c(F)c3)coc12	.	-15%	-3%	-10%	-11%	-2	0%	-21%	.
COc1ccc(OC)c(N(CC(=O)N2CCCC2)S(=O)(=O)c2ccc(C)cc2)c1	?	-1%	-13%	-2%	5%	1	11%	5%	-2%
Cc1cc(C(=O)N/N=C2\CC(=O)CC(C)(C)C2)c2ccccc2n1	?	-3%	19%	-3%	.	17	2%	2%	14%
NNC(=O)C(=O)Nc1ccc(O)cc1	-29%	?	-1%	-18%	.	2	?	7.3µM*	?
O=[N+]([O-])c1ccc(S(=O)(=O)NCC(c2cccnc2)N2CCOCC2)cc1 (stereo not drawn)	-7%	0%	-11%	3%	.	-2	-3%	14%	1%
NC(=O)c1nsc(C(=O)N(Cc2ccco2)C(C(=O)NC2CCCC2)c2ccc(O)cc2)c1N (stereo not drawn)	-9%	11%	4%	1%	-11%	-1	13%	7%	-8%
CN(C)c1cccc2c1c(NC(=O)c1ccc(Cl)cc1)nn2C	-7%	-2%	-12%	2%	-12%	30	-14%	-18%	6%
Cc1nc(C(F)(F)F)ccc1C(=O)N1CCCC1(C)C(=O)NCC(C)C (stereo not drawn)	.	15%	2%	1%	7%	0	0%	2%	.
COc1ccc(C(=O)NCc2ccc(N3CCN(C(=O)OC(C)(C)C)CC3)cc2)cc1	8%	-11%	0.73µM*	-4%	1%	?	?	3%	23%
Cc1c(N2C(=O)/C(=C/C3CC=CCC3)SC2=S)c(=O)n(-c2ccccc2)n1C (stereo not drawn)	-4%	-24%	-9%	?	-10%	-59*	4%	?	?
COc1ccc(-n2c(-c3cnccn3)n[nH]c2=S)cc1	0%	1%	-8%	8%	-9%	8	-8%	3%	1%
CCn1c(C)c(C)c2cc(C(=O)Nc3cccc(Cl)c3)ccc21	6%	-22%	?	-7%	33%[activator]	?	?	-6%	14%
O=C(NCc1ccccc1)c1n[nH]nc1-c1ccccc1O	-1%	-7%	-25%	-9%	20%	-12	6%	5%	0%
CCOC(=O)c1nn(-c2ccc(F)cc2)c(=O)c(C#N)c1C	2%	5%	-14%	-15%	-9%	20	-2%	9%	-15%
Cn1cccc1/C=C(\C#N)C(N)=S	-10%	-15%	13%	-19%	-13%	24	-7%	-2%	-1%
CCc1nnc2c(NCCc3ccc(OC)c(OC)c3)nc3ccccc3n12	-8%	21%	?	-7%	-5%&10%	-4	6%&-1%	?	3%
COc1cc(C#Cc2ccc3cc(CCO)oc(=O)c3c2)cc(OC)c1	0%	-13%	2%	1%	33%[activator]	-1	-27%	-8%	126%
O=[N+]([O-])c1ccccc1OCCOCCOc1cccc2cccnc12	-5%	8%	5%	-19%	-3%	19	-16%	1%	?
CC1=CC(C)(C)N(C(=O)CN2C(=O)c3ccccc3C2=O)c2ccc(C)cc21	-7%	-5%	-3%	-6%	-14%	0	-3%	8%	-2%
CN(c1ccc(S(=O)(=O)N2CCOCC2)cn1)C1CCCCC1	-2%	-7%	0%	-17%	-5%	18	0%	-1%	6%
COc1ccc(-n2nnnc2CNC(=O)C2CC(=O)N(c3ccc(Cl)cc3)C2)cc1 (stereo not drawn)	?	3%	12%	-6%	-1%	-16	-3%	9%	-4%
COc1ccccc1C(O)(C(=O)NNc1cccc(C)c1)c1ccccc1OC	3%	-6%	-22%	1%	0%	13	5%	19%	0%
CCc1nnc(NC(=O)CN2C(=O)c3ccccc3S2(=O)=O)s1	-3%	19%	6%	-13%	0%	14	9%	4%	-5%
O=C(c1cc(COc2ccccc2)on1)N1CCCC(CN2CCOCC2)C1 (stereo not drawn)	14%	14%	?	-3%	23%	9	-2%	-1%	-3%
COc1ccc2c(C)c(C)c(=O)oc2c1OC	0%	11%	0%	0%	-1%	-4	7%	10%	-2%
CO/N=C(\N)c1ccc([N+](=O)[O-])cc1	3%	10%	14%	1%	.	-11	9%	12%	8%
O=C(COC(=O)/C=C/c1cccc(Br)c1)Nc1ccc(Cl)cn1	.	0%	-7%	16%	.	31	0%	-2%	.
CC(=O)Nc1ccc(NC(=O)COC(=O)C2CCC(C(C)(C)C)CC2)cc1 (stereo not drawn)	-11%	0%	-16%	-1%	3%	14	2%	-1%	1%
CCCCc1nnc(NC(=O)CN2C(=O)c3ccccc3C2=O)s1	-42%	2%	9%	-1%	14%	0	-3%	0%	?
O=C(CCCOc1ccc(Cl)cc1Cl)NCCCO	0%	4%	-9%	-9%[57.1 µM]	15%	-20	8%	-1%	-1%
CCN(CC)C(=O)C12CC3CC(CC(Cl)(C3)C1)C2	-2%	13%	-19%	8%	-1%	29	12%	17%	21%
CC(=O)N1Cc2cc(C(=O)NCC(F)(F)F)nc(-c3cccc(-c4cccnc4)c3)c2[C@@H]1CCO	.	6.5µM*	-14%	0%	-12%	72	4.1µM*	?	.
CC(=O)c1cccc(NC(=O)CN2CCc3cc4c(cc3C2C)OCCCO4)c1 (stereo not drawn)	-4%	-5%	6%	-2%	-11%	?	-1%	-2%	1%
CCCCC[C@H]1CCCCC[C@@H](O)C[C@@H](O)[C@@H](O)/C=C/C(=O)O1	.	-12%	-7%	3%	2%	-1	3%	-20%	.
CCOC(=O)c1ccccc1NC(=O)CN(c1ccccc1OC)S(C)(=O)=O	-2%	1%	?	-3%	1%	-24	7%	4%	-1%
Cc1cc(C(=O)NCC(C)C)c2ccccc2n1	0%	0%	13%	12%	-13%	20	1%	-7%	-2%
O=C(N/N=C/c1coc2ccc(Cl)cc2c1=O)c1ccncc1	0%	-1%	5%	-10%	10%	-7	-8%	-7%	9%
CCOc1ccc(-c2cc(C(=O)NCCCN3CCN(CC)CC3)c3ccccc3n2)cc1	?	?	?	12%	-1%	-71*	?	?	?
Cc1ccc(C(=O)OCC(=O)c2c(N)n(C)c(=O)n(C)c2=O)cc1S(=O)(=O)N1CCCCC1	1%	13%	1%	-21%	1%	-1	7%	-1%	0%
COc1ccccc1CNC(=O)c1cc2sccc2n1C	-2%	-3%	-15%	-4%	5%	-2	0%	1%[9.24 µM]	2%
COc1cccc2c(=O)cc(C)n(CC(=O)Nc3ccccc3C)c12	0%	-17%	?	-4%	-5%	4	-18%	-10%	2%

An excerpt of these results, field by field:
structure: CC(=O)c1cccc(NC(=O)CN2CCc3cc4c(cc3C2C)OCCCO4)c1 (stereo not drawn)
  SW480 rerep: -4%	HT1080 IDH1KD tx: -5%	KB-V1 cytotox: 6%	WRN helicase inh: -2%	ATXN2 expr inh: -11%	IL1B secr inh: ?	KB-3-1 tox: -1%	HT1080-NT tox: -2%	MCF10A rerep: 1%

structure: CC(=O)N1Cc2cc(C(=O)NCC(F)(F)F)nc(-c3cccc(-c4cccnc4)c3)c2[C@@H]1CCO
  SW480 rerep: .	HT1080 IDH1KD tx: 6.5µM*	KB-V1 cytotox: -14%	WRN helicase inh: 0%	ATXN2 expr inh: -12%	IL1B secr inh: 72	KB-3-1 tox: 4.1µM*	HT1080-NT tox: ?	MCF10A rerep: .

Rows were taken by chance (roughly 12% active in at least one column).
